# CAL PDZ FP-1: inhibitors of human CAL PDZ peptide binding | Q9HD26 | AID 504414 | purified CAL PDZ, TMR-peptide fluorescence polarization, 1 h | inhibition, % at 20 µM | hit rate 0.02% among 330,000;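 active = highest replicate inhibition of at least 40%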;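 also: plate controls were DMSO neutral control wells for no effect and unlabeled competitor peptide control wells for full effect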
#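 material = purified tagged CAL PDZ domain construct (CerCALP) | compound dosing = 20 µM, one dose | times = 1 h at RT | measured by = fluorescence polarization from S- and P-plane intensities, G-factor corrected | read-out = inhibition from polarization loss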
# Keap1-Nrf2 PPI: disrupts human Keap1 binding to Nrf2 peptide. inhibition, % at 9.4 µM. Q14145. Keap1 Kelch-Nrf2 peptide fluorescence polarization, 1536-well. hit rate 0.15% among 340,000. AID 504523; in the data active = inhibition above about 12%;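 also: human Keap1 Kelch domain with fluorescein labeled Nrf2 9mer peptide probe; 0% = neutral control wells and 100% = peptide positive control; higher means more block of Keap1 binding to Nrf2 peptide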
# LANA DNA inh: KSHV C-LANA DNA binding inhibition. inhibition, % at 9 µM. MBP-C-LANA/FAM-LBS DNA binding, fluorescence polarization. hit rate 0.078% among 340,000;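 active = highest replicate inhibition at or above 60% at 9 µM, even if other replicates fall short; inactive = all replicates below 60% inhibition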;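 also: 0% = neutral control wells and 100% = 4 µM acridine orange control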
# SR-BI DiI-HDL act: enhances SR-BI lipid uptake from DiI-HDL; hit rate 0.096% among 320,000; CHO ldlA[mSR-BI] cells, DiI-HDL uptake fluorescence, 3 h; 100 = double the neutral-control signal; activation, % at 12.5 µM;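 active = mean replicate activation of at least 60% and every replicate at or above 60%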;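 also: 0% = median plate neutral-control signal and 100% = twice that signal; values of inactives mirror those of a sister screen read the other way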
#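 Test system: SR-BI-overexpressing, LDLR-lacking CHO cells; Also added: labelled HDL, 10 µg/mL; Measured by: bottom-read cell fluorescence after medium removal, ex 550/em 595 nm; Timing: 3 h uptake period with compound, 37 °C; Buffer or medium: F12, 0.5% BSA, 25 mM HEPES; Doses: single compound concentration, delivered by pin transfer.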
# PKA-R2B act: PKA-R2B complex activation; P22694+P31323; PKA-R2B holoenzyme dissociation, Cy5-IP20 fluorescence polarization; R2B truncated from residue 108, S112A mutant; 0% DMSO only, 100% 113 µM cGMP; activation, % at 11.4 µM; hit rate 0.079% among 340,000;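 active = activation above a cutoff set at the mean over all compounds plus 3 SD, cut at about 18% in these data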;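 also: higher means more holoenzyme dissociation and a rise in polarization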
# Target sequence (P31323 whole entry, looked up, other chains not shown, the tested form may be a part): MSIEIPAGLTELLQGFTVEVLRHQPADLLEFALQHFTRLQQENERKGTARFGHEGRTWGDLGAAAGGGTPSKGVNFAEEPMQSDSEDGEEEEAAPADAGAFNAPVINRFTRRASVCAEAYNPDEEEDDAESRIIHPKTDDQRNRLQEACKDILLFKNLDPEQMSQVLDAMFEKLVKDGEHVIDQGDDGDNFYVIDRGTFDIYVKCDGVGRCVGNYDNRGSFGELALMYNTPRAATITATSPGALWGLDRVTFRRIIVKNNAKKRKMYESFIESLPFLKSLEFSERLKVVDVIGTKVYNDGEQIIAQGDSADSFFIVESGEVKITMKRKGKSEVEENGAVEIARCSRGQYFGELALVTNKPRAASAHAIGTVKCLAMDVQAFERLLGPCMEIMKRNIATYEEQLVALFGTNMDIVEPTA
# Rtt109 HAT inh: inhibitors of Candida albicans Rtt109/Vps75 histone acetyltransferase; Q5AAJ8; purified Rtt109/Vps75, ThioGlo CoA-SH fluorescence, 4 h; inhibition, % at 34.9 µM; hit rate 0.16% among 330,000; AID 540336;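 active = inhibition of at least 50% in every replicate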
# DAGLB inh: diacylglycerol lipase beta (human) inhibition; AID 504411; hit rate 0.059% among 340,000; inhibition, % at 5.17 µM; HEK293T DAGLB membrane lysate, EnzChek fluorogenic substrate; in the data active = inhibition above about 34%;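 also: 0% = enzyme with vehicle and 100% = wells lacking enzyme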
# Target sequence (Q8NCG7 whole entry, looked up): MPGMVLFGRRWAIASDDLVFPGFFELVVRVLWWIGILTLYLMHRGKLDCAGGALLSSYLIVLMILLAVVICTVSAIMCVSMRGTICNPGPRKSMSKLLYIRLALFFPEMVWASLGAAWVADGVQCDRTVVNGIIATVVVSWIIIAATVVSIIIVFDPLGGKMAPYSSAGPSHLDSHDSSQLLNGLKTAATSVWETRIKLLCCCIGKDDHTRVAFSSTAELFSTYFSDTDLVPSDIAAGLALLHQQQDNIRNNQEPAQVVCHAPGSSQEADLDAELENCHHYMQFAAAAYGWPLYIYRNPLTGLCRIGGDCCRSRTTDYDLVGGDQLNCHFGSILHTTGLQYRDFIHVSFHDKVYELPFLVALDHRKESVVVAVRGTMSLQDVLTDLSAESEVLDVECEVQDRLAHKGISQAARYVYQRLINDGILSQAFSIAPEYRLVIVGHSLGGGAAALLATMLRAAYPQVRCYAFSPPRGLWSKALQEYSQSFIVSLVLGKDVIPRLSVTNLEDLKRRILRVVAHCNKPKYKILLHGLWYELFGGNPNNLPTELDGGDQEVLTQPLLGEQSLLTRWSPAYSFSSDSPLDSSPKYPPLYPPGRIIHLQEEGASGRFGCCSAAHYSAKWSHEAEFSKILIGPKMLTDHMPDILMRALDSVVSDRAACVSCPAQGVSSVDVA
# CAL PDZ FP-2: blocks peptide binding to the human CAL PDZ domain; Q9HD26; purified CAL PDZ, TMR-peptide fluorescence polarization, 1 h; inhibition, % at 24.9 µM; hit rate 0.92% among 300,000; AID 602252;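 active = mean inhibition of at least 30% with at least half of replicates also reaching 30%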;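 also: 0% = DMSO neutral control and 100% = excess unlabeled competitor peptide PRC23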
# Cardiac RTF inh: cardiac RTF calcium desensitization; inhibition, % at 7.15 µM; IANBD-labeled cardiac RTF, Ca2+ fluorescence; hit rate 0.12% among 340,000; P19429+P45379;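 active = inhibition above the mean inhibition of all tested compounds plus 3 SD, cut at about 17% in these data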;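 also: assay run at fixed EC70 calcium of 1.6 mM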
# RTF Ca sens act: cardiac RTF calcium sensitization; P19429+P45379; IANBD-labeled TnC RTF fluorescence at EC20 calcium; 0% EC20 calcium, 100% full calcium; activation, % at 7.2 µM; hit rate 0.24% among 340,000;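 active = activation above the mean over all tested compounds plus 3 SD, cut at about 30% in these data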;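 also: rise in fluorescence read as greater calcium sensitivity of cardiac thin filaments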
# * marks the source's active call; other numbers are inactive results; / = no result given.
Compound	Rtt109 HAT inh	Cardiac RTF inh	RTF Ca sens act	SR-BI DiI-HDL act	LANA DNA inh	DAGLB inh	CAL PDZ FP-1	Keap1-Nrf2 PPI	PKA-R2B act	CAL PDZ FP-2
C=CCN1CC(c2nc3ccccc3n2Cc2cccc3ccccc23)CC1=O (centres undefined)	-1	-6	3	-28	0.0	-2	-2.4	-1	-3	/
Cc1cc2c(c(N3CCOCC3)n1)C(=O)OC2	-5	4	-2	30	-0.6	3	0.2	-2	-4	-4
O=C(NCc1cn2ccccc2n1)c1ccc(Br)o1	6	1	4	-2	0.6	-3	-1.6	-5	2	/
Cc1c(CNC(=O)c2cnn3c2NC(c2ccccc2)CC3C(F)(F)F)cnn1C (centres undefined)	-5	-19	1	23	-0.3	0	-2.7	-6	-2	0
O=C(CSc1nnc(NC(=O)C2CC(=O)N(c3ccccc3)C2)s1)NCC1CCCO1 (centres undefined)	1	-1	0	-4	-0.4	0	-3.1	-4	4	-1
CCC(C)(C(=O)Nc1ccccc1C)N(C(=O)CNC(C)=O)c1ccccc1C (centres undefined)	6	-7	4	21	0.8	4	-2.6	0	0	-1
O=C(Nc1cc(Cl)ccc1O)C1CC(c2c(F)cccc2Cl)=NO1 (centres undefined)	-2	-9	1	-14	-0.2	-2	-0.1	0	-4	-6
CC(C)CCNS(=O)(=O)c1cc2c3c(c1)CCN3C(=O)CC2	-8	-3	-4	/	-0.6	1	-2.3	-1	9	-1
O=C(OCC(=O)N1N=C(c2ccc(Cl)cc2)CC1c1ccco1)c1cncc(Br)c1 (centres undefined)	16	-6	-2	-29	-0.8	3	-0.9	-10	-4	/
COc1ccccc1NC(=O)Cn1cnc2sc(C(=O)Nc3ccc(OC)c(OC)c3)c(C)c2c1=O	-3	0	-1	-83	0.6	1	-1.9	5	-4	0
O=C(/C=C/Nc1ccccc1Oc1ccccc1)c1ccco1	1	-3	4	-10	1.1	-3	-1.4	-1	6	-2
CCCCNC(=O)Cn1nc(C)c(S(=O)(=O)N2CCOCC2)c1C	7	-6	-4	4	0.0	1	-2.5	5	-5	-3
CC(=O)c1sc(N/N=C/c2cccc([N+](=O)[O-])c2)nc1C	3	-7	6	-22	-1.6	1	-1.0	-2	1	-1
CC(C)COC(=O)c1ccc2c(c1O)C(=O)c1ccccc1C2=O	-1	-3	-1	23	-2.1	-3	-3.3	1	7	-5
CC(C)n1nccc1NC(=O)Nc1ccccc1	-3	3	-5	1	-1.3	0	-2.3	2	-5	-4
O=C(CSc1nnc(-c2ccc(F)cc2)c2ccccc12)Nc1c(F)cccc1F	12	-8	1	-53	-1.2	-1	-4.9	1	-6	1
CCn1c(SCC(=O)n2c(C)c(C)c3ccccc32)nnc1-c1ccco1	33	-9	2	-18	-1.1	-1	-3.3	-3	-11	-2
CCOC(=O)CC(=O)CSc1[nH]c(=O)cc(C)c1C#N	/	1	0	-12	-0.3	3	-2.7	-2	-10	-3
Cc1ccc(S(=O)(=O)N2CCC(C(=O)Nc3ccc(S(=O)(=O)N4CCCC4)cc3)CC2)cc1C	1	-32	-6	9	0.1	1	-3.8	-5	0	-7
COc1ccc(-n2cccc2C=O)cc1OC	-18	-3	-1	-7	0.3	0	-0.9	-2	-1	3
Cc1cc(C)nc(N/N=C/c2cn[nH]c2-c2ccc(F)cc2)n1	7	-10	-2	-24	-2.9	0	-0.3	1	-1	/
CCc1ccc(NC(=O)c2cc(-c3ccc4c(c3)OCO4)on2)cc1	-6	11	-5	15	2.0	1	-0.2	2	-1	2
CC1CCN(c2ccc(/C=C(\C#N)c3nn(-c4ccccc4)c(N)c3C#N)cc2[N+](=O)[O-])CC1	-6	0	0	-38	-0.6	7	0.3	0	2	-2
Cc1ccc(OCC(=O)NNC(=O)C(=O)NC(C)(C)C)cc1	-8	5	-1	59	-3.6	1	-0.1	1	14	3
NC(=O)CCC(NS(=O)(=O)c1ccc(Cl)cc1)C(=O)NCc1ccccc1Cl (centres undefined)	/	-4	-7	2	1.0	0	-1.3	5	-9	5
Cc1cc(C)nc(SCC(=O)N/N=C/c2cccn2-c2cccc(C(F)(F)F)c2)n1	16	-4	-5	-12	0.5	-3	-2.5	-1	-14	/
C=CCc1cc(Cl)ccc1OCCCn1ccnc1	-3	-1	-3	42	-1.4	-2	0.4	1	0	/
OC[C@@H]1CCCN1Cc1cn(-c2ccccc2)nc1-c1ccc2c(c1)OCO2	33	-13	0	/	4.6	-2	-4.8	-4	2	-2
CCc1ccccc1NC(=O)CN(C)C(=O)CSc1nnc(Nc2cccc(C)c2)s1	0	-1	3	-20	2.9	1	0.6	0	4	0
CC1CC(C)CN(C(=O)CSc2nnc(N)s2)C1 (centres undefined)	7	-2	-3	8	-1.8	-1	-1.8	1	-19	-1
O=C(NCCCN1CCOCC1)c1ccc(Br)cc1	2	-7	0	-2	-1.5	2	0.3	1	1	-2
COc1ccc(OC)c(C(C(=O)NCc2ccco2)N(C(=O)Cn2nnc3ccccc32)C2CC2)c1 (centres undefined)	2	-3	0	-7	-2.6	1	/	-5	2	-9
C=CCSc1nc(C)c(CCCC)c(=O)[nH]1	25	4	2	-5	1.7	0	0.3	-3	-10	-5
COc1ccc(NC(=O)c2ccccc2C)c(OC)c1	17	-1	-2	-30	-1.1	-2	-1.4	-3	-2	-2
CCc1nnc(NC(=O)C23CC4CC(CC(C4)C2)C3)s1	6	-8	-3	16	1.2	0	0.0	0	-8	8
Cc1ccccc1NC(=O)CCN1CCN(C)CC1	3	-9	0	22	0.2	1	1.3	-1	5	-4
O=C(Nc1cnc2ccccc2c1)N1CCOCC1	5	-3	-9	35	2.1	3	-0.6	-1	-3	3
CC(C)(C)c1ccc(N=C2SCC(=O)N2Cc2cccs2)cc1	1	-1	-1	4	-0.4	-4	-1.1	0	0	-1
Cc1ccc(/C=C2\SC(=S)N(CCC(=O)NCCCN3CCOCC3)C2=O)cc1	5	7	-4	/	0.6	1	-1.0	-3	2	-1
Cc1cc(OCC(=O)NC2CC2)c2c(C)cc(=O)oc2c1	-29	-4	-5	8	0.0	0	-2.6	2	3	1
Cc1nn(-c2cc(C(F)(F)F)ccn2)c(=O)o1	-10	-2	4	21	1.8	1	-0.4	5	5	4
O=C(O)c1ccc(S(=O)(=O)c2ccccc2)cc1	-7	-7	2	-27	-0.3	0	-1.3	2	4	0
COc1ccc(C(C(=O)NC(C)(C)C)N(C(=O)CCC(=O)Nc2cc(C)on2)c2ccc(C)c(C)c2)cc1 (centres undefined)	0	-9	3	/	3.4	1	-1.5	0	-1	-7
COCCn1c(SCC#N)nnc1-c1ccccc1	2	-1	-6	23	0.3	-5	0.1	2	4	/
COc1ccc(-n2c(SCC(=O)NCc3cccs3)nc3[nH]ncc3c2=O)cc1	-1	-2	2	25	-1.5	-1	-1.2	-1	-10	/
O=C(Nc1ccccc1N1CCOCC1)c1ccc2nc[nH]c2c1	20	12	1	7	0.6	-1	-1.8	2	-4	5
CCOC(=O)/C(=C/c1ccc(F)cc1)NC(C)=O	-4	-15	8	8	-0.3	-2	-1.0	-5	3	-2
Cc1ccc2sc(NC(=O)CN3C(=O)CCC3=O)nc2c1C	3	-1	-5	22	-0.5	0	0.6	1	-10	5
Cc1ccc(C(=O)NCC(=O)OCn2nnc3ccccc3c2=O)cc1	2	-3	0	4	1.7	2	-1.1	1	-4	-1
NC(=O)c1ncc(C(F)(F)F)cc1Oc1cccc(F)c1	12	-7	0	0	-1.5	0	-2.0	-1	-4	1

# The list continues:
Compound	Rtt109 HAT inh	Cardiac RTF inh	RTF Ca sens act	SR-BI DiI-HDL act	LANA DNA inh	DAGLB inh	CAL PDZ FP-1	Keap1-Nrf2 PPI	PKA-R2B act	CAL PDZ FP-2
N#CCCn1cc(/C=C2\NC(=S)N(c3ccccc3)C2=O)c(-c2ccc(F)cc2)n1	17	-7	0	-52	-0.1	-8	-0.6	0	-6	0
Clc1ccc(-c2nnc3c4ccccc4nc(N4CCOCC4)n23)cc1Cl	3	-8	1	-26	-0.2	-2	3.0	-3	-1	-5
COc1cc(NC(=O)CN2C(=O)COc3ccccc32)cc(OC)c1	0	-1	-1	-9	0.1	0	-1.1	-4	-13	-3
O=C1c2cccnc2Oc2ccc(Cl)cc2N1Cc1ccc(F)cc1	0	-9	-6	-6	-1.8	-2	-1.5	-4	-11	6
CSCCC(NC(=O)COc1ccccc1)C(=O)N(C)CC(=O)Nc1ccc(C)cc1 (centres undefined)	7	-4	-3	-14	0.5	-2	-0.1	-4	5	0
C/C(=N/NS(=O)(=O)c1ccc(C)c(C)c1)c1c[nH]c2ccccc12	-4	-5	1	2	-1.3	1	-1.8	2	-7	0
Cc1[nH]c2ccccc2c1/C=N/Nc1cccc(C(=O)O)c1	2	5	-2	-7	3.2	2	-0.7	2	4	-9
CC1(C)OC(=O)C(=CNc2ccccc2)C(=O)O1	10	-3	-1	28	-0.2	3	-0.8	-4	14	/
CC(C)c1ccc(C2(C)NC(=O)N(CC(=O)NCC3COc4ccccc4O3)C2=O)cc1 (centres undefined)	-4	-16	7	-6	4.9	0	0.3	4	-4	7
COc1ccc2[nH]cc(C(=O)CN3CC(C)CC(C)C3)c2c1 (centres undefined)	-2	-4	-3	15	1.4	-7	-1.5	-3	-4	1
CCCN1CCC(NC(=S)Nc2ccc([N+](=O)[O-])cc2)CC1	3	2	-4	-21	2.2	1	-2.1	4	2	-2
CCOC(=O)c1ccc(N2CCN(C(=O)c3ccccc3)CC2)c(NC(=O)c2ccco2)c1	-10	-15	-5	-17	-0.8	-2	-4.2	-3	-17	-3
COc1ccc(C(=O)COC(=O)C2CCC(=O)N2)cc1 (centres undefined)	1	-4	9	18	0.9	0	-3.0	-6	3	-6
O=C(CC(c1ccccc1)c1ccccc1)N1CCN(c2ccccn2)CC1	-6	0	5	-1	-1.9	-2	-0.9	-7	-9	-5
COc1cccc(C(=O)NNC(=O)/C=C/c2ccccc2)c1	-6	3	0	11	0.9	0	-0.7	-2	2	-4
Cc1nn(C)c(C)c1S(=O)(=O)NCc1cccs1	5	-11	13	-13	-0.4	1	-1.5	-4	-2	/
CCOC(=O)CNS(=O)(=O)c1ccc(S(=O)(=O)NC2CC2)cc1	-3	-7	-4	2	-2.2	2	/	4	2	-4
O=C(CN1C(=O)S/C(=C\C=C\c2ccccc2)C1=O)Nc1cccc(O)c1	-6	-7	5	-17	-3.1	0	-0.4	-2	-5	-1
C=CCOC(=O)Nc1ccc(Cl)cc1NC(=O)OCC=C	-6	5	5	-20	-0.7	-3	-0.3	-1	4	-6

# High-throughput results (PubChem)
